Source: PubChem
uPA surface inh: cell surface uPA generation inhibition | cell surface uPA generation assay, qHTS | Potency, µM (top dose mostly 38.3 µM), for inactives: top-dose activity change, negative = inhibition, actives largely listed as inhibitors | 330,000 tested, 0.31% active; active = well fitted inhibition curve with a large enough effect; inconclusive = small, poorly fitted or top-dose-only effect; inactive = no such curve, though single readings can be large or run the other way; tested in mouse RAW 264.7 cells; also: potency is read from the fitted curve at half-maximal effect; % is scaled to controls: 0 for no effect and ±100 for the full control effect; nearly all actives have a fitted effect of over 55% in size
TSG101-PTAP inh: blocks PTAP/TSG101 interaction to inhibit HIV-1 budding. Q99816. Fluorescence polarization, FITC-PTAP peptide / Tsg101 binding. Potency, µM (highest dose often 115 µM), for the others: top-dose activity change, negative = inhibition, most hits filed as inhibitors. 340,000 tested, under 10 active. AID 493005; active = well fitted inhibition curve with a large enough effect in the main read-out, with a control signal flat, not every such curve was filed as active; inconclusive = small, poorly fitted or top-dose-only effect, or effect the other way, or a change in a side signal; inactive = no such curve, though single readings can be large or run the other way; also: potency is read from the fitted curve at half-maximal effect; % of control where 0% means no effect
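Fluorescence polarization binding of Tsg101 binding domain (10 uM final) to FITC-labeled PTAP peptide (50 nM final) in HEPES pH 7.5 buffer with NaCl, Tween 20, EDTA, TCEP. Compounds added before peptide; binding 20 min at RT.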
Chronic BCR inh: chronic active BCR signaling inhibition. Potency, µM (doses to about 46.1 µM), for inactives: at the highest dose ratio change, negative = lower green/red ratio, hits mostly inhibitors. ABC-DLBCL IkBa-CBG/CBR reporter, luminescence ratio, 4 h. 340,000 tested, 0.05% active; active = well fitted inhibition curve with a large enough effect in the signal ratio, with a control signal flat, not every such curve was filed as active; inconclusive = small, poorly fitted or top-dose-only effect, or effect the other way, or a change in a side signal; the % refers to the signal ratio;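 also: potency is read from the fitted curve at half-maximal effect; plate controls were basal doxycycline-induced cells for no effect and cells given 10 µM MG132 for full effect; MG132 reads +100%, hits lower the ratio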
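Concentration-response series (up to 46 uM) were applied to TMD8 dual-reporter cells for 4 h at 37C with doxycycline. Green/red ratio, after filter-overlap correction, defined %Activity; red signal alone was normalised to basal cells and zero luminescence.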
Eya2 inh: blocks the phosphatase activity of human Eya2. recombinant Eya2, OMFP fluorescence dephosphorylation (OMFP is methylfluorescein phosphate). 330,000 tested, 0.006% active. Potency, µM (highest dose often 76.9 µM), for the others: at the top dose activity, negative = inhibition, usual class: inhibitors; also: potency is read from the fitted curve at half-maximal effect; % is scaled to controls: 0 for no effect and ±100 for the full control effect
Target sequence (O00167 whole entry, looked up): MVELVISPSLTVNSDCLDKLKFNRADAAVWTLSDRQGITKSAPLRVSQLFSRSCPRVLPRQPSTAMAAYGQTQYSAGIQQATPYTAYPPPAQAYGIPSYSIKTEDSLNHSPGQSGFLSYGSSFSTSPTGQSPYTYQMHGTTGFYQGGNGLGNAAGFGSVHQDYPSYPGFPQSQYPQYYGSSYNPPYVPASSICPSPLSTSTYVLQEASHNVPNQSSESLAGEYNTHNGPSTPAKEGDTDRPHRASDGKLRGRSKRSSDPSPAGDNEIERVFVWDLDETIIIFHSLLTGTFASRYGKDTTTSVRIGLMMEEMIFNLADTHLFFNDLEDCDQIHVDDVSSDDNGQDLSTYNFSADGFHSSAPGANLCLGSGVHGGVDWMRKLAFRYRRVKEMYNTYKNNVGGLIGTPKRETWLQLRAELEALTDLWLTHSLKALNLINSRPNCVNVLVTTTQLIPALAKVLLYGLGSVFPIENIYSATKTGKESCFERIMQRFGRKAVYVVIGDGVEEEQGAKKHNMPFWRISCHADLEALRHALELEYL
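Eya2 protein (added as 0.2 uM solution) was preincubated with compound for 10 min at ambient temperature in 50 mM HEPES pH 7.5, 50 mM NaCl, 5 uM MgCl2, 0.05% BSA, 1 mM DTT. OMFP (added at 50 uM) then reacted 10 min; fluorescence read at 485/525 nm.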
Mito fusion yeast: mitochondrial division inhibition or fusion activation; Potency, µM (doses to about 46.1 µM), for the others: at the top dose growth rescue (activation), hits mostly activators; S. cerevisiae fusion-defective mutant growth rescue, CellTiterGlo 48 h; 320,000 tested, 0.23% active;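 also: potency is read from the fitted curve at half-maximal effect; % of control where 0% means no effect; nearly all actives have a fitted effect of over 45% in size; temperature-sensitive fusion mutants such as fzo1-1 at 37 °C on non-fermentable ethanol glycerol medium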
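Growth-rescue viability read-out: after 48 h at the non-permissive 37C in glycerol/ethanol YPEG, yeast mitochondrial fusion mutants are measured by CellTiterGlo luminescence; compounds (23 nl pinned per well) restoring growth score as division inhibitors or fusion activators.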
USP2a inh: inhibitors of human ubiquitin-specific protease USP2a; Potency, µM (doses to about 38.3 µM), without a hit: at the highest dose activity change, negative = inhibition, usual class: inhibitors; 330,000 tested, 0.01% active; O75604; AID 463254; USP2 core, Ub-CHOP2 coupled fluorogenic reporter, 485/531;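 also: potency is read from the fitted curve at half-maximal effect; plate controls were DMSO wells for no effect and full inhibition by NEM control for full effect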
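USP2 core (10nM final) preincubated 30min RT with compound in 20mM Tris-HCl pH 8.0, 2mM CaCl2, 2mM beta-mercaptoethanol, 0.05% CHAPS; 25nM Ub-CHOP2 plus 25nM reporter substrate added, fluorescence (Ex485/Em531) read after 60min.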
TSHR antagonist: blocks TSH signaling through the human TSH receptor; TSHR-expressing cells, TSH-stimulated cAMP HTRF, 2 h; stronger effect = lower value; activity change, negative = inhibition, % at 11.5 µM; P16473; AID 504810; 330,000 tested, 0.2% active;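 active = activity change below a set negative limit, meaning inhibition stronger than a set level, cut at about -70% in these data; inconclusive = activity change between two set negative limits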; also: % is scaled to controls: 0 for no effect and ±100 for the full control effect
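Read-out is FRET at 665 nm (cryptate excitation 337 nm) from a cryptate-tagged anti-cAMP antibody, competed by cell cAMP against cAMP-d2. Compounds are tested on freshly harvested TSHR cells challenged with 4nM TSH (EC80) for 2 hours at 37 deg C.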
Tb PFK block: T. brucei PFK enzyme inhibition. T. brucei PFK, ADP-Glo luminescence. O15648. 330,000 tested, 0.17% active. Potency, µM (top dose mostly 57.5 µM), for the others: at the top dose activity, negative = inhibition, most hits filed as inhibitors;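 also: potency is read from the fitted curve at half-maximal effect; 0% = uninhibited 1x PFK enzyme wells and -100% = no-enzyme wells; nearly all actives have a fitted effect of over 60% in size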
Target sequence (O15648 whole entry, looked up): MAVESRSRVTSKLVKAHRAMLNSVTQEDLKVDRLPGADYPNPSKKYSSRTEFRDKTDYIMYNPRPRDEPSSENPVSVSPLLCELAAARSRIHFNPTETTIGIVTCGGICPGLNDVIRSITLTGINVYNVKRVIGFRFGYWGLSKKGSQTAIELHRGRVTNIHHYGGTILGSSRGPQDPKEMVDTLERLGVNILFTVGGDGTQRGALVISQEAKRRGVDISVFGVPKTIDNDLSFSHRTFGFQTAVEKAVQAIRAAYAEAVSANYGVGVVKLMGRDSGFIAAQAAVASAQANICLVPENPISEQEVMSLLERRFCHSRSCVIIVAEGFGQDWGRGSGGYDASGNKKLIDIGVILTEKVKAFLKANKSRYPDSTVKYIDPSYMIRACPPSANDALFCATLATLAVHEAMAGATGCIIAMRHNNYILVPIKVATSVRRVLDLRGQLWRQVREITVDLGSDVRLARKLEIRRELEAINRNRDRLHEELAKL
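1.25 nM PFK with 0.5 mM F6P and 0.1 mM ATP in 0.1 M TEA pH 8.0, 5 mM MgCl2, incubated 45 min at room temperature; ADP measured by ADP-Glo luminescence; compounds titrated up to 57 uM.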
B2AR arrestin: recruits beta-arrestin to the human beta2-adrenergic receptor; P07550; beta-arrestin recruitment to beta2AR, cell-based reporter; Potency, µM (series often up to 46.1 µM), without a hit: top-dose activation, most hits filed as activators; 330,000 tested, 0.02% active; AID 492947;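 also: potency is read from the fitted curve at half-maximal effect; 0% = DMSO controls and full agonism = EC100 isoproterenol or metaproterenol; nearly all actives have a fitted effect of over 65% in size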
ELG1 DNA repair: inhibitors of ELG1-dependent DNA repair in HEK293T cells. 330,000 tested, 2.3% active. Potency, µM (series often up to 46.1 µM), for inactives: top-dose activity change, negative = inhibition, usual class: inhibitors. AID 504467. HEK293T ELG1-luciferase reporter, luminescence, 16 h; DNA damage induced by 5-fluorouridine; also: potency is read from the fitted curve at half-maximal effect; % is scaled to controls: 0 for no effect and ±100 for the full control effect; nearly all actives have a fitted effect of over 55% in size
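DMSO vehicle served as the neutral condition. Each well held 2,000 cells given 5-fluorouridine plus compound; after 16 hr at 37 °C/5% CO2, ONE-Glo was added and luciferase measured 30 min later.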
TCR act: activates T cell receptor signaling; Potency, µM (top dose mostly 9.22 µM), inactives show at the highest dose activation of IL-2 secretion, actives largely listed as activators; AID 504894; primary human leukocytes, anti-CD3, IL-2 HTRF, 48 h; 330,000 tested, under 10 active; also: % of control where 0% means no effect
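48 hr co-incubation of compounds, a-CD3 beads and primary human leukocytes; IL-2 quantified homogeneously by HTRF with anti-IL-2 K and d2 conjugates.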
Active calls of the source: *; ? = inconclusive; . = no result given; [ ] = remark or other dose. Unless noted, calls follow the shape of the dose curve; as a rule, active = well fitted curve in the direction sought with a large enough effect; inconclusive = small, poorly fitted or top-dose-only effect, or another doubt; inactive = no such curve, though single readings can be large; an effect the other way counts as inactive or inconclusive.

canonical_smiles,Chronic BCR inh,uPA surface inh,Mito fusion yeast,ELG1 DNA repair,Tb PFK block,USP2a inh,B2AR arrestin,Eya2 inh,TCR act,TSG101-PTAP inh,TSHR antagonist
COc1ccccc1N1CCN(CC(=O)Nc2ccc(S(=O)(=O)N3CCCCCC3)cc2)CC1,?,-14%,17%,?,-1%,-2%,-0.6%,-2%,-4%,-8%,4
O=C(CC1OC(=O)c2ccccc21)NCC1COc2ccccc2O1 (configuration not stated),4%,10%,0%,16%,1%,-3%,-0.3%,-26%,1%,1%,5
COc1ccc(N2CCN(C(c3ccco3)c3sc4nc(C)nn4c3O)CC2)cc1 (configuration not stated),0%,8%,-15%,7%,-5%,0%,0.2%,4%,0%,-1%,-6
CCOC(=O)/C(C#N)=C/c1c(OCC)n(CC)c2ccccc12,?,2%,21%,?,0%,1%,-0.3%,-10%,-5%[46.1 µM],-5%,-9
COc1cccc(-n2c(SCc3cc(=O)oc4cc(O)c(O)cc34)nc3ccccc3c2=O)c1,?,-3%,8%,-8%,-20%,?,0.8%,4%,10%[46.1 µM],-4%,-6
COc1ccc(OC)c(-c2cc(C(=O)Nc3cc(C)on3)no2)c1,6%,.,0%,-1%,-1%,0%,-0.1%,18%,.,-5%,-6
CC(NC(=O)CCc1ccccc1)c1ccc2c(c1)OCO2 (configuration not stated),-3%,4%,2%,-3%,0%,-1%,-0.2%,-9%,10%,-8%,17
CC(C)N(C(=O)CSc1nc2ccccc2n1Cc1ccccc1F)C(C)C,?,7%,-10%,?,-3%,-4%,0.2%,-14%,-7%[46.1 µM],-4%,-4
O=C(Nc1cccc(S(=O)(=O)NC2=NCCCCC2)c1)c1cccnc1Cl,-1%,0%,0%,3%,0%,-1%,-0.7%,4%,-6%,1%,8
O=C(Nc1ccc(Oc2ccccc2)cc1)C1CCN(c2c3c(nc4ncnn24)CCC3)CC1,1%,-17%,-10%,16µM*,2%,0%,0.3%,4%,8%,-14%,-24
OC/C(Br)=C(\Br)CO,0%,11%,-8%,-4%,-4%,0%,0.1%,6%,6%,1%,-24
O=C(CCN1CCCCO1)N1CCCC(Nc2cccc(F)c2)C1 (configuration not stated),-2%,3%,0%,-9%,1%,3%,0.1%,11%,-2%,-1%,-8
Cc1sc(NC(=O)CSc2ncn(-c3ccccc3)n2)nc1-c1ccccc1,18%,1%,-1%,?,-1%,-2%,-0.7%,-6%,3%[46.1 µM],2%,-17
CCCCn1c(=O)[nH]c(=O)c2c1nc(-c1cc3c(cc1Br)OCO3)n2C,?,-3%,-4%,-23%,-1%,-1%,-0.1%,-12%,4%,0%,-1
CCOC(=O)N1CCN(Cc2nc(-c3cccs3)no2)CC1,-1%,-7%,?,?,-4%,-3%,-0.6%,-4%,16%,-3%,17
O=C(O)c1ccc(N2C(=O)CC(N3CCC(c4nc5ccccc5[nH]4)CC3)C2=O)cc1 (configuration not stated),1%,15%,0%,7%,?,3%,-0.4%,8%,-1%,-2%,0
CCCc1cc(=O)oc2cc(OC(=O)CN3C(=O)NC4(CCCC4)C3=O)ccc12,-3%,5%,11%,-20%,0%,1%,0.0%,-6%,4%,-1%,0
NC(=O)c1cc([N+](=O)[O-])ccc1NCc1ccc(F)cc1,-15%,23%,2%,?,0%,-1%,-1.7%,-4%,4%,-2%,-5
O=C(C[n+]1ccc2ccccc2c1)c1ccc(NC(=O)c2ccccc2)cc1,?,4%,-5%,?,8%,-1%,-0.1%,-10%,3%,0%,-3
CCSc1nnc(NC(=O)c2ccccn2)s1,?,-13%,22%,?,-2%,-3%,?,-24%,0%,-4%,1
COc1ccc(N2C(=O)c3ccccc3NC2c2ccc(OC)c(Cn3cc([N+](=O)[O-])cn3)c2)cc1 (configuration not stated),0%,-7%,0%,?,2%,-2%,-0.1%,-23%,-5%,-3%,21
CCN(CC)C(=O)N1CCN(C(=O)N2CCOCC2)CC1,7%,3%,-3%,2%,-5%,5%,-0.2%,13%,-2%,-3%,9
COc1cccc(CN(C)S(=O)(=O)c2cccs2)c1,-12%,-2%,14%,13%,2%,1%,0.1%,-4%,7%,0%,-12
COc1ccc(N2C(=O)C3CCCN3C2c2ccc(C)cc2)cc1Cl (configuration not stated),-10%,-2%,1%,?,-5%,2%,-0.2%,?,-3%,-5%,12
C/C(=N/Nc1ccc(F)cc1)c1ccc(Cl)s1,8%,1%,11%,10%,-8%,5%,-0.2%,-4%,-1%[46.1 µM],-4%,5
CC(C)[C@H]1C=C(C(=O)O)O[C@@H](OCc2ccc(CO)cc2)C1,3%,-8%,23%,1%,1%,-13%,-0.8%,11%,-1%,-1%,6
CCc1ccc2c(c1)/C(=N/N(C)C(=S)NC)C(=O)N2,1%,-16%,5%,-7%,-10%,3%,-0.9%,11%,-8%,-6%,-6
COC(=O)c1ccc(CNC(=O)C2CCC(=O)N(CCc3ccccc3)C2)cc1 (configuration not stated),1%,-3%,4%,-1%,-1%,2%,-0.1%,-2%,3%,-6%,-4
COc1ccc(Nc2nc3ccc(C)cc3n3cnnc23)cc1Cl,?,.,?,?,-2%,-1%,-0.3%,-21%,.,.,2
O=C(COc1ccc2ccc(=O)oc2c1)NC1CCCC1,2%,3%,1%,14%,-1%,0%,-0.3%,6%,2%,-5%,52
O=C(/C=C/c1c(F)cccc1Cl)NCc1ccco1,1%,-2%,-1%,?,-4%,-1%,-0.6%,5%,5%[46.1 µM],-2%,-8
CCCCOC(=O)Nc1ccc(N2CCOCC2)cc1,?,1%,0%,?,2%,-3%,0.2%,0%,1%[46.1 µM],-6%,-6
COc1ccc(S(=O)(=O)NC(N)=NCCc2ccccc2OC)cc1,1%,-4%,2%,-21%,3%,1%,0.0%,3%,-4%,-3%,-1
CCCc1nc(SCc2ccccc2Cl)n[nH]1,-15%,-1%,0%,?,-4%,-3%,-0.5%,-21%,-1%,-6%,23
Cc1cccc(NC(=O)Nc2cnccn2)c1,?,-19%,6%,-1%,11%,-5%,0.0%,-8%,-9%,-7%,-2
Cc1onc(-c2ccccc2)c1C(=O)OCC(=O)N1CCC(C)CC1,5%,-3%,2%,9%,1%,-2%,0.2%,-8%,6%,-1%,3
CC(C)N(Cc1ccccc1)C(=S)NC(=O)C1(C)CC1(Cl)Cl (configuration not stated),-2%,7%,3%,-19%,-5%,-6%,0.5%,0%,2%,-2%,4
O=C(Nc1cc2cc([N+](=O)[O-])ccc2oc1=O)c1cccs1,6%,.,-2%,20%,-1%,2%,0.2%,-17%,.,.,-5
CC(NC(=O)COC(=O)c1cc(S(=O)(=O)N2CCOCC2)ccc1F)c1ccccc1 (configuration not stated),4%,-1%,.,-9%,0%,0%,0.0%,7%,1%,-3%,2
CCOC(=O)C1CCN(S(=O)(=O)c2cccc(-c3cn4ccccc4n3)c2)CC1,0%,-5%,2%,?,5%,4%,-0.1%,-18%,6%,-4%,-5
CCOC(=O)C1CCN(C(=O)C2CCN(S(=O)(=O)c3ccc4ccccc4c3)CC2)CC1,3%,-34%,3%,?,2%,-1%,0.1%,-4%,5%,-3%,-3
Cc1ccccc1-c1cccc([C@@H]2C[C@H]3CN(Cc4cccnc4)C(=O)[C@]34CCCN24)c1,-19%,7%,2%,1%,7%,0%,0.3%,15%,1%,0%,-4
O=C(COc1cccc2ccccc12)Nc1nc2ccccc2[nH]1,?,-2%,13%,-10%,2%,2%,0.1%,12%,4%,0%,0
